# Compound activity (PubChem BioAssay)
# NFkB transloc pot = enhances IL-1B driven NFkB nuclear translocation; HUVEC IL-1B NFkB p65 nuclear translocation imaging; activation, % at 2 µM; 94,000 tested, 0.3% active; AID 819;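 active = activation above 40%, about the mean plus 3 SD, also judged a hit on visual image review; inconclusive = activation above 40% but not a hit on visual review; inactive = activation not above 40% and no visual hit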;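 also: percent activation is computed from the nuclear over cytoplasmic p65 intensity ratio; values of inactives mirror those of a sister screen read the other way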
# IL1B NFkB inh = blocks IL-1B driven NFkB nuclear translocation in HUVEC cells; HUVEC IL-1B NFkB p65 nuclear translocation imaging; inhibition, % at 2 µM; 94,000 tested, 0.43% active; AID 796;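 active = inhibition above about 30% together with a positive call from visual inspection of the well image, limit read from the data; inconclusive = inhibition above a set limit but visual check negative; inactive = inhibition not above a set limit, visual check negative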;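 also: nuclear over cytoplasmic p65 intensity ratio measured by imaging; 0% = IL-1B stimulated DMSO wells and 100% = unstimulated DMSO wells; values of inactives mirror those of a sister screen read the other way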
# MRP reversal = reverses drug resistance mediated by MRP. H69AR cells + 2 uM doxorubicin, CellTiter-Glo, 72 h. differential viability (reversal), % at 10 µM. 85,000 tested, 0.04% active. AID 602;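 active = viability drop by adding the cancer drug above about 55%, with treated viability meeting a 40% cutoff, limit read from the data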;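 also: viability without doxorubicin minus viability with 2 µM doxorubicin for each compound; larger differential means the compound sensitizes cells more to doxorubicin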
# PLAP inhibitors HTS = PLAP enzyme inhibitors, biochemical, luminescence, HTS (AID 690); purified PLAP, luminescent substrate; higher % means a stronger effect; one-dose inhibition, % at 20 µM; IC50 in µM for titrated hits; 96,000 tested, 0.08% active; in the data active = a potency from the dose series; inactive = the rest, 99 in 100 with inhibition below about 30%; also: strong numbers were not always called active
# Bcl-B displacement = displacers of TR3 peptide from Bcl-B, primary screen, selectivity assay for Bfl-1 inhibitor project, biochemical, fluorescence polarization. one-dose displacement, % at 20 µM; IC50 in µM for titrated hits. FP displacement of FITC-TR3 peptide from Bcl-B; higher % means a stronger effect. 96,000 tested, 0.11% active;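 active = displacement above 50% at 20 µM plus a fluorescence interference ratio under 1.5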;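 also: plate controls were wells without compound for no effect and wells lacking Bcl-B protein for full effect; a part of the inactive calls stands beside numbers as strong as those of hits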
# MRP reversal cytotoxicity = further read-out of MRP reversal, marked with its call; viability, %; H69AR cells, CellTiter-Glo, 72 h; measured here: cytotoxicity without doxorubicin
# MRP reversal with doxorubicin = second read-out of MRP reversal, no call of its own (marks repeat the call); viability, %; measured here: viability with 2 uM doxorubicin; active compounds read low
# IL1B NFkB inh cell count 2 µM = recorded beside IL1B NFkB inh, whose call it bears; cell count; measured here: cells passing quality filter;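 raw number of nuclei counted in each imaged well without normalization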
# NFkB transloc pot cell count 2 µM = second read-out of NFkB transloc pot, no call of its own (marks repeat the call); cell count; measured here: cells passing quality filter
# * = called active by the depositor; ? = inconclusive; . = no result given. Some of the compounds tested. The share of hits here may be higher or lower than overall.
SMILES,NFkB transloc pot,NFkB transloc pot cell count 2 µM,IL1B NFkB inh,IL1B NFkB inh cell count 2 µM,MRP reversal,MRP reversal cytotoxicity,MRP reversal with doxorubicin,PLAP inhibitors HTS,Bcl-B displacement
CC12CCC(C(=O)Nc3cc(Cl)ccc3Cl)(C/C1=N\O)C2(C)C (stereo not drawn),8,137,-8,137,-6,89,95,7%,-7%
CCOc1ccccc1C1C2C(=O)N(c3ccccc3)C(=O)C2ON1c1ccccc1 (stereo not drawn),4,64,-4,64,-13,96,109,-53%,-12%
CCOC(=O)c1cn(CC(=O)Nc2cccc(Cl)c2C)nn1,-1,114,1,114,.,.,.,14%,3%
CCSc1nc2ccccc2n1CCOc1ccccc1,-1,103,1,103,1,87,87,.,.
CCc1nnc(NC(=O)C2CC(=O)N(Cc3ccco3)C2)s1 (stereo not drawn),12,126,-12,126,-1,96,97,-9%,-3%
O=C1CC(N2CCC(O)(c3ccc(Cl)cc3)CC2)C(=O)N1 (stereo not drawn),-6,96,6,96,4,102,98,-23%,-15%
COc1ccc(C(=O)Nc2ccc(S(=O)(=O)N3CCCC3)cc2)c(OC)c1,16,92,-16,92,-3,87,89,18%,6%
COc1ccc(OC)c(-c2cc(C3CCN(c4cc(Cl)nc(N)n4)CC3)[nH]n2)c1,23,176,-23,176,.,.,.,-26%,-7%
COc1ccc(CCN(C(=O)c2ccc(F)cc2)C2=CC3CCC(C2)N3C)cc1OC (stereo not drawn),.,.,.,.,25,90,64,-56%,5%
O=C(CNC(=O)c1ccc(Cl)cc1)NCCCn1ccnc1,10,184,-10,184,36,85,49,-9%,35%
CSCCC(NS(=O)(=O)c1ccc(Cl)cc1)C(=O)OCC(=O)NC12CC3CC(CC(C3)C1)C2 (stereo not drawn),-6,93,6,93,-13,90,102,-50%,-1%
CCOC(=O)CNC(=O)CSc1nc2cccnc2n1C,.,.,.,.,6,94,88,13%,1%
CCc1ccc(-c2nn[nH]n2)cc1,38,157,-38,157,-1,96,97,-16%,4%
O=C1N=C2SCCN2/C1=C\c1ccc(Cl)cc1,-3,128,3,128,.,.,.,-44%,-2%
NNC(=O)c1nn(-c2ccc(Cl)cc2)ccc1=O,-7,106,6,106,.,.,.,-1%,3%
O=C(N1CCN(c2ccccc2)CC1)C(F)(F)C(F)F,14,171,-14,171,3,103,99,-17%,-4%
COc1ccc(OCC(O)CNc2ccc(Br)cc2)cc1 (stereo not drawn),5,112,-5,112,18,102,85,2%,0%
COc1ccc(COC(=O)c2ccc(N3CCCC3=O)cc2)cc1F,-3,114,3,114,-4,91,96,7%,-10%
N=c1sccn1CC(=O)Nc1ccc(Cl)c(S(=O)(=O)N2CCOCC2)c1,.,.,.,.,8,104,97,19%,-38%
Cc1ccc(C(=O)N2CCOCC2)cc1Cl,-9,166,9,166,3,97,94,-8%,-8%
COc1ccc(-c2nnc(SCC(=O)NC(=O)NCc3ccccc3)o2)cc1,12,204,-12,204,5,96,90,13%,-23%
CC(C)(C)NC(=O)NC(=O)CSc1nnc(COc2ccccc2Cl)o1,17,153,-17,153,6,89,82,-16%,8%
Cc1nnc(Nc2ccc3c(c2)ncn3C)c2ccccc12,-2,101,2,101,-3,84,87,-33%,12%
COc1cc(C)nc(Nc2nc(C)c(C(C)=O)s2)n1,4,124,-4,124,-8,78,86,-30%,4%
Cc1nc(C(=O)Nc2ccc(Cl)cc2)nn1-c1ccc([N+](=O)[O-])cc1,-2,134,2,134,.,.,.,11%,-4%
COC(=O)c1[nH]c2ccc(C)cc2c1NC(=O)Oc1ccccc1,1,151,-1,151,7,98,91,18%,-5%
O=C(O)CCCC(=O)NCCc1ccncc1,6,129,-6,129,12,114,102,15%,-2%
COc1ccc(-n2c(Cc3cccn3C)nnc2SCC(=O)N2CCOCC2)cc1,.,.,.,.,9,90,81,-24%,2%
O=C(OCc1cc2ccccc2[nH]c1=O)c1ccccn1,5,122,-5,122,3,101,98,-4%,14%
CC(=O)N1CCN(c2ccc(NCc3ccc(F)cc3)cc2)CC1,12,69,-12,69,-20,74,94,-12%,28%
CC1(NC(=O)N2CCCCC2)CCS(=O)(=O)C1 (stereo not drawn),.,.,.,.,-8,98,106,15%,6%
CC1Oc2ccccc2N(CC(=O)c2ccccc2)C1=O (stereo not drawn),3,120,-3,120,8,90,82,6%,-5%
COc1ccc(N2CCN(C(=O)c3ccc(C)c(Cl)c3)CC2)cc1,20,129,-20,129,9,85,76,-16%,-7%
CCCSc1nc(=O)n2cccc(C)c2n1,1,131,-1,131,.,.,.,-9%,-1%
Cc1cc(C(=O)O)c(CCCN)s1,10,130,-10,130,5,96,91,12%,-4%
COc1ccc(Nc2ncc(C(=O)N3CCN(c4ccccc4OC)CC3)c3ccccc23)cc1,2,152,-2,152,1,81,80,-37%,4%
Cn1c(=O)cc(SCC(=O)NCC2CCCO2)c2ccccc21 (stereo not drawn),-5,144,5,144,-4,97,101,-12%,4%
Cc1csc2ncc(C(=O)N3CCc4ccccc43)c(=O)n12,-17,52,17,52,2,87,85,.,.
CCOC(=O)c1cc2c(=O)n3ccccc3nc2n(Cc2ccccc2)c1=N,-9,149,9,149,5,80,76,-10%,0%
O=C(CCN1C(=O)c2ccccc2C1=O)Nn1cnnc1,.,.,.,.,-15,95,110,4%,-6%
CC1CCCC(C)N1C(=O)CSc1nnc(NC(=O)Cc2cccs2)s1 (stereo not drawn),-13,118,12,118,.,.,.,-4%,22%
O=[N+]([O-])c1ccc(-c2nnc(-c3ccccc3)c(N3CCOCC3)n2)cc1,-3,126,4,126,.,.,.,21%,1%
Cc1[nH][nH]c(=O)c1C(c1ccc(-c2ccc(Cl)c(Cl)c2)o1)c1c(C)[nH][nH]c1=O,42*,152*,-42,152,0,30,29,-191%,-6%
O=C(COC(=O)C1=COCCO1)Nc1ccc2c(c1)OCO2,33,80,-33,80,-4,93,97,3%,-2%
CCCCOC(=O)Nc1sc2c(c1C(=O)OC)CCC2,.,.,.,.,13,96,83,-3%,-15%
O=C(O)C1CC=CCC1C(=O)N1CCc2ccccc21 (stereo not drawn),21,138,-21,138,-22,91,113,.,.
CCCOc1ccccc1C1NC(=O)NC(C)=C1C(=O)OCCOC (stereo not drawn),3,158,-3,158,4,96,92,2%,15%
CCOCCCn1c(-c2ccc(Cl)cc2)n[nH]c1=S,-1,95,1,95,1,93,92,-142%,13%
COc1ccc(Cn2c(C)c(C)c(C#N)c2NC(=O)Nc2cccc(C)c2)cc1,.,.,.,.,-8,56,64,11%,3%
O=C(CN1C(=O)c2ccccc2C1=O)Nc1nc(-c2cccc([N+](=O)[O-])c2)cs1,5,127,-5,127,-1,87,89,2%,7%
OCCN(Cc1ccccc1)Cc1ccccc1Cl,11,100,-11,100,28,97,69,-4%,-7%
Cc1nc2ncnn2c(C)c1CCC(=O)NCCc1ccccc1,-11,153,11,153,15,98,82,-19%,9%
N#Cc1c(Nc2ccc(F)cc2)sc(C(=O)c2ccc(F)cc2)c1N,6,116,-6,116,.,.,.,6%,-2%
COc1ccc(NC(=O)C2CCN(C(=O)c3ccccc3)CC2)cc1OC,-7,222,8,222,.,.,.,-28%,-2%
Cc1ccc(CNC(=O)CCNC(=O)c2ccc(Br)o2)cc1,7,185,-6,185,14,106,92,4%,12%
O=C(CSc1nc(-c2ccc(F)cc2)cs1)N1CCOCC1,8,104,-8,104,15,99,84,14%,-10%
O=C(NCc1ccc2c(c1)OCO2)c1nn(-c2ccccc2)c(=O)c2ccccc12,-4,183,4,183,1,83,82,-22%,-40%
Cc1ccc(NC(=S)NNC(=O)c2nn(C)cc2Cl)cc1,-2,126,2,126,.,.,.,-88%,-6%
COc1cc(C(=O)NCC(C)C)cc(OC)c1OC,3,168,-3,168,.,.,.,11%,-1%
COc1ccc(/C=N/N=C/c2ccc(OC)c(O)c2)cc1O,9,186,-9,186,.,.,.,-15%,4%

# The listing continues:
SMILES,NFkB transloc pot,NFkB transloc pot cell count 2 µM,IL1B NFkB inh,IL1B NFkB inh cell count 2 µM,MRP reversal,MRP reversal cytotoxicity,MRP reversal with doxorubicin,PLAP inhibitors HTS,Bcl-B displacement
COc1cccc(OC)c1C(=O)Nc1cc(Cl)ccc1N1CCOCC1,-7,79,7,79,18,97,79,-42%,3%
Cc1ccc(C)c(Cn2c(C(=O)OC(C)C)cc3c2ccn3C)c1,5,156,-5,156,-7,78,85,-8%,6%
Cc1cc(C)n2nc(CC(=O)NC3CCCCCCC3)nc2n1,1,89,-1,89,.,.,.,-8%,5%
O=c1cc(N2CCOCC2)[nH]c(=O)n1-c1ccc(Cl)cc1,.,.,.,.,1,95,95,13%,-11%
CCn1c2ccccc2c2cnc(N=CN(C)C)c(C#N)c21,4,178,-4,178,-12,62,74,-7%,-2%
COc1ccc(NC(=O)N2CCOCC2)cc1OC,11,180,-11,180,-4,93,98,21%,-9%
CCNC(=O)N1CCNC(=O)C1CC(=O)OC (stereo not drawn),?,.,-41,118,12,93,81,7%,-8%
Cc1ccc(C)c(OCc2nc(-c3cccnc3)no2)c1,-7,105,7,105,.,.,.,9%,-6%
CCN(CC)S(=O)(=O)c1cccc(NC(=O)COC(=O)CCc2nc3ccccc3s2)c1,-6,175,6,175,-10,96,106,-21%,-5%
CCCCCCP(=O)(O)c1ccccc1,0,180,0,180,10,104,94,-16%,-17%
Cc1cc(NC(=O)C2CCN(S(=O)(=O)c3cnc[nH]3)CC2)ccc1Br,.,.,.,.,-18,66,83,-28%,7%
Cc1noc(C)c1CSc1nnc(-c2cccnc2)n1C1CCCCC1C (stereo not drawn),.,.,.,.,15,96,81,-24%,0%

# Compound profiles (already shown). Order of values: NFkB transloc pot | NFkB transloc pot cell count 2 µM | IL1B NFkB inh | IL1B NFkB inh cell count 2 µM | MRP reversal | MRP reversal cytotoxicity | MRP reversal with doxorubicin | PLAP inhibitors HTS | Bcl-B displacement
# `CC12CCC(C(=O)Nc3cc(Cl)ccc3Cl)(C/C1=N\O)C2(C)C` (stereo not drawn) is entered as 8 | 137 | -8 | 137 | -6 | 89 | 95 | 7% | -7%
# `CCOC(=O)CNC(=O)CSc1nc2cccnc2n1C` is entered as . | . | . | . | 6 | 94 | 88 | 13% | 1%
# `O=C(O)C1CC=CCC1C(=O)N1CCc2ccccc21` (stereo not drawn) is entered as 21 | 138 | -21 | 138 | -22 | 91 | 113 | . | .
# `COC(=O)c1[nH]c2ccc(C)cc2c1NC(=O)Oc1ccccc1` is entered as 1 | 151 | -1 | 151 | 7 | 98 | 91 | 18% | -5%

# (continued)
SMILES,NFkB transloc pot,NFkB transloc pot cell count 2 µM,IL1B NFkB inh,IL1B NFkB inh cell count 2 µM,MRP reversal,MRP reversal cytotoxicity,MRP reversal with doxorubicin,PLAP inhibitors HTS,Bcl-B displacement
COC(=O)c1ccccc1NC(=O)c1ccc2c(c1)C(=O)N(Cc1ccco1)C2=O,10,129,-10,129,-14,11,25,.,.
O=S(=O)(c1ccccc1)N1CCN(c2cc(-c3ccccc3)nc3ncnn23)CC1,-4,112,4,112,2,56,55,17%,2%
COc1ccc(CSCC(=O)N/N=C/c2ccc(OCC(=O)N3CCCCC3)cc2)cc1,-8,203,8,203,.,.,.,-3%,7%
Cc1ccc2c(nc3s/c(=C/c4cccs4)c(=O)n32)c1C,.,.,.,.,-11,45,56,-4%,-38%
CCOc1ccc(NC(=O)c2cnsn2)cc1,13,164,-13,164,-13,70,83,22%,-4%
Cn1cccc1C(=O)Nc1nccs1,-9,88,9,88,-5,83,88,1%,-1%
O=C(CCCN1C(=O)CSc2ncccc21)N1CCN(Cc2ccccc2)CC1,.,.,.,.,6,77,71,-14%,5%
CCOc1ccc(C2CC(c3ccc(OC)c(OC)c3)n3nc(N)nc3N2)cc1 (stereo not drawn),.,.,.,.,-8,96,104,-41%,-2%
CC(C)Oc1ccc(Cc2cnc(N)nc2N)cc1,21,161,-21,161,17,91,74,-5%,7%
CC(C)c1nc(=S)c2ccccc2[nH]1,8,141,-8,141,-3,92,96,-10%,-1%
Cc1ccc(S(=O)(=O)NC(C(=O)OCC(=O)NC2CCS(=O)(=O)C2)C(C)C)cc1 (stereo not drawn),14,149,-14,149,5,99,94,-33%,-4%
